Source: PubChem (Broad Institute)
E-selectin induc = induces E-selectin expression in human endothelial cells. HUVEC E-selectin immunofluorescence imaging; normalized: neutral wells 0, TNF-alpha wells 100. activation, % at 7.58 µM. 260,000 tested, 0.37% active. AID 686992;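 active means mean E-selectin-positive cell signal at least 10% of the positive control, reached in at least 60% of replicates, without over 20% cell loss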;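 further: in these data hits start at about 27%; measured in HUVEC primary endothelial cells; signal is the percent of cells scored E-selectin positive by PE staining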
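Test system: HUVEC | Signal: Immunofluorescence imaging | Read-out: Percent E-selectin-positive cells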
ERAP1 HTS inh = blocks human ERAP1 aminopeptidase activity. recombinant ERAP1, Leu-AMC fluorescence, 60 min. inhibition, % at 10.7 µM. 340,000 tested, 0.15% active;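 active means mean replicate inhibition of at least 30%, or all replicates individually reaching that 30% level; inactive means mean below 30% and not every replicate reaching it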;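 further: 0% = neutral control wells and 100% = L-leucinethiol positive control wells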
esBAF inh = blocks esBAF chromatin remodeling in mouse ES cells. AID 602393. 350,000 tested, 2% active. reporter increase, % at 12.5 µM. Bmi1-luciferase knock-in reporter, 24 h; 100% = twice the neutral-well signal; in the data active means activation above about 40%;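 further: 0% = median of the plate's neutral control wells and 100% = double that signal; a rise in the Bmi1 reporter signal indicates esBAF inhibition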
RAD52 anneal inh = inhibitors of human RAD52 DNA annealing | P43351 | recombinant RAD52 DNA annealing, FRET fluorescence | inhibition, % at 18.7 µM | 360,000 tested, 0.46% active | AID 651710;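 active means every replicate showing at least 50% inhibition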
RAD54 branch = RAD54 (human) branch migration inhibition | Q92698 | RAD54 Holliday junction branch migration, FAM/BHQ fluorescence | AID 602329 | inhibition, % at 10.4 µM | 360,000 tested, 0.14% active;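 active means mean normalized replicate activity at least 40 and at least half of replicates scoring 40 or more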;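 further: 0% = median of neutral control wells and 100% = median of positive control wells; inhibitors cause a drop in the FAM fluorescence signal; in these data hits start at about 50%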
Target sequence (Q92698 whole entry, looked up): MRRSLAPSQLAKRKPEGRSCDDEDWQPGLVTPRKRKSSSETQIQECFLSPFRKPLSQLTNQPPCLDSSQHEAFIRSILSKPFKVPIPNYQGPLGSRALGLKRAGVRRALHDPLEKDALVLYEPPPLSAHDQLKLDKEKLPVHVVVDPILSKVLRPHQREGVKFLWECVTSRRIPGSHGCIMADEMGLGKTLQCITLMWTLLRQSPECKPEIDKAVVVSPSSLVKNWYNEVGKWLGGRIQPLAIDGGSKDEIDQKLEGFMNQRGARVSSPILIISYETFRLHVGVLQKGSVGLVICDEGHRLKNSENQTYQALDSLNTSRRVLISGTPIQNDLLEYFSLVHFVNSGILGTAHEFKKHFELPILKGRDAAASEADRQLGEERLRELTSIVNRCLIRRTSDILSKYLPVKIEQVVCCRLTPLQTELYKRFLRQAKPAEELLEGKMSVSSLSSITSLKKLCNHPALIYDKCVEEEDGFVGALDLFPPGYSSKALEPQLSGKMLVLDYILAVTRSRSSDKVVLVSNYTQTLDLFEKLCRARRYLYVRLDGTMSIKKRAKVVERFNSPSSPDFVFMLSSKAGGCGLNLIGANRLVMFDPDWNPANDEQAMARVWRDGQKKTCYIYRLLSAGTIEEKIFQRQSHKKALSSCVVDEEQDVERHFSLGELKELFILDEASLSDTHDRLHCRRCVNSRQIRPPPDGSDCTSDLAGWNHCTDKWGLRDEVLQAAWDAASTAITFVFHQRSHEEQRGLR
Xi reactivation = activators of X-chromosome reactivation in mouse fibroblasts; XiGFP mouse fibroblasts, % GFP-positive cells imaging, 3 d; cells co-treated with 5-aza-dC sensitizer; scaled so ellipticine positive control = 100%; activation, % at 7.58 µM; 360,000 tested, 0.055% active; AID 743238;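 active means mean normalized replicate activation at least 10% and every replicate at or above 10%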;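 further: 0% = median of on-plate neutral control wells and 100% = ellipticine 6 µM median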
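System: 68-5-11 XiGFP fibroblast line; Timing: 3 days compound exposure; Compound dosing: one concentration, pinned; Benchmarks: positive control ellipticine, 6 µM final; Buffer or medium: DMEM containing 5-aza-dC.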
S100A4 inh HTS = S100A4-myosin IIA interaction inhibition | P26447 | S100A4/TAMRA-MyoIIA peptide fluorescence polarization | inhibition, % at 10.7 µM | 360,000 tested, 0.14% active;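 active means mean inhibition of at least 70% across replicates, with every replicate also reaching that level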
Target sequence (P26447 whole entry, looked up): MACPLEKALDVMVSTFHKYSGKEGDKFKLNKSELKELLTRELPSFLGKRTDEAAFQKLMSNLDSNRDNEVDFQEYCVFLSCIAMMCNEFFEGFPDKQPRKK
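assay system = human S100A4 monomer with TAMRA-labelled myosin IIA peptide | also added = labelled myosin peptide probe, 5 nM | incubation = 5 min between mix addition and reading | control set = DMSO and TFP controls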
ERp5 block = blocks human ERp5 reductase activity on insulin; Q15084; ERp5 insulin aggregation, absorbance 650 nm, 90 min; inhibition, % at 9.99 µM; 350,000 tested, 0.05% active; AID 651711;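 active means mean replicate inhibition above about 25%, with every replicate also reaching it, limit read from the data, passing the limit was not always enough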
Active calls of the source: *; · = not tested or not shown; & = joins results of further samples.

The opening 3 compounds, to show the layout:
SMILES	E-selectin induc	ERAP1 HTS inh	esBAF inh	RAD52 anneal inh	RAD54 branch	Xi reactivation	S100A4 inh HTS	ERp5 block
CCC1([N+](=O)[O-])COC(c2ccc(C)cc2)OC1 (centres undefined)	1.3	1	-2	-5	6	0.1	-12	8
CCOC(=O)COc1ccccc1/C=N\NC(=O)c1cc2c(ccc3ccccc32)o1	·	-1	·	-28	4	0.0	0	4
CN(C)Cc1cc(C(F)(F)F)ccc1C(O)(c1ccccc1)c1ccccc1	0.3	-2	7	13	16	0.7	-1	0

The listing (from the top)
SMILES	E-selectin induc	ERAP1 HTS inh	esBAF inh	RAD52 anneal inh	RAD54 branch	Xi reactivation	S100A4 inh HTS	ERp5 block
CCC1([N+](=O)[O-])COC(c2ccc(C)cc2)OC1 (centres undefined)	1.3	1	-2	-5	6	0.1	-12	8
CCOC(=O)COc1ccccc1/C=N\NC(=O)c1cc2c(ccc3ccccc32)o1	·	-1	·	-28	4	0.0	0	4
CN(C)Cc1cc(C(F)(F)F)ccc1C(O)(c1ccccc1)c1ccccc1	0.3	-2	7	13	16	0.7	-1	0
CCOc1cc2c(cc1OCC)CN(CC(=O)Nc1ccccc1C(=O)NC1CC1)CC2	·	-1	6	-18	-3	0.2	-7	-1
O=C(NCc1ccc(Cl)cc1)c1ccc(CSc2nc3ccncc3[nH]2)cc1	0.0	-4	-5	-11	-16	0.0	-1	4
Cc1ccccc1-c1ccccc1[C@@H]1[C@H](C#N)N(C(=O)c2ccccc2)[C@H]1CO	0.0	0	·	10	·	0.3	-2	-1
C[C@@H](O)C#Cc1ccc([C@H]2[C@H]3CN(C(=O)c4cccc(F)c4)CCCCN3[C@H]2CO)cc1	0.1	-5	-4	-7	-4	0.0	-4	0
C=CCSc1nnc(CNC(=O)c2ccc(Cl)cc2)n1CC	0.8	-5	1	-8	·	-0.2	-1	1
COC(=O)Cc1ccc(NC(=S)N2CCN(c3ccc(OC)cc3)CC2)cc1	-2.0	0	-4	-18	-2	2.5	-4	-5
CC(C)NC(=O)N1[C@H](CO)[C@H](c2ccccc2)C12CN(C(=O)c1ccccn1)C2	-0.1	1	·	-4	·	0.0	12	0
CC(C)c1ccc(NC(=O)COc2ccccn2)cc1	6.3	0	·	3	·	0.4	-2	1
CC(C)NCC1CCc2cc(CO)c([N+](=O)[O-])cc2N1 (centres undefined)	0.3	-2	-2	-9	2	0.2	-3	-4
Cc1ccc(F)cc1C(=O)N1CCCCC1c1cc(C(=O)NCc2ccccc2)no1 (centres undefined)	-0.7	-2	-7	-5	8	-0.1	-2	0
COc1ccc(C(=O)C[n+]2ccccc2C)cc1	-0.1	0	·	0	·	0.1	-7	5
O=c1[nH]nc(SCc2nnc(-c3cccc(Cl)c3)o2)n1C1CCCCC1	·	·	-9	-9	2	0.0	-2	2
O=C(NC1CCCC1)C(C1CC1)n1c(-c2ccncc2)nc2ccccc21 (centres undefined)	-0.2	8	·	-7	·	0.0	-2	-3
COc1ccc(C(=O)C2CCCN(Cc3cccn3-c3nccs3)C2)cc1F (centres undefined)	-0.9	3	-4	-27	2	0.3	-3	-7
O=C(NCc1ccc(F)cc1)[C@@H]1[C@@H](CO)[C@@H]2Cn3c(cccc3=O)[C@H]1N2C(=O)C1CC1	0.8	3	·	0	·	0.3	1	0
CC1CCN(C(=O)CN2C(=O)C(=O)N(C)C2=O)c2ccccc2S1 (centres undefined)	·	-1	3	-4	4	-0.3	10	-7
O=C(CC1C(=O)NCCN1Cc1c(F)cccc1Cl)NCCCn1ccnc1 (centres undefined)	·	-3	·	-20	·	0.1	0	-9
C/C(=C\C(=O)c1ccccc1)Nc1ccc2c(c1)OCO2	·	1	·	-27	·	0.0	-22	3
CC1CCN(C(=O)COC(=O)C2CCN(S(=O)(=O)c3c(Cl)cccc3Cl)CC2)CC1	·	-2	-2	-11	3	0.4	-1	3
[O-]C1=N[N+](=C(c2ccccc2)c2ccccc2)C1	-0.1	·	0	·	-4	0.5	·	·
COc1ccc(-c2cn(Cc3ccc(C(=O)c4ccccc4)cc3)nn2)cc1	·	2	·	-19	·	0.1	-6	2
CCCN(CC(=O)Nc1ccc(F)c(F)c1F)C(=O)Cc1ccc(S(=O)(=O)N2CCOCC2)s1	0.4	-1	-14	-8	4	0.3	-5	-3

The results go on.
SMILES	E-selectin induc	ERAP1 HTS inh	esBAF inh	RAD52 anneal inh	RAD54 branch	Xi reactivation	S100A4 inh HTS	ERp5 block
COc1ccc(CNC(=O)CSc2ncnc3ccccc23)cc1OC	·	-1	·	-6	·	0.1	-12	-1
NCC[C@@H]1CC[C@H](NC(=O)c2ccccc2F)[C@@H](CO)O1	-0.3	3	-2	-2	-4	-0.4&0.8	-3	1
COc1ccccc1/C=C1/C(=O)N(c2ccc([N+](=O)[O-])cc2)N=C1C	·	0	1	-11	2	0.1	5	16
COCC(=O)Nc1ccc2c(c1)[C@@H]1C[C@H](CC(=O)N(C)C)O[C@H](CO)[C@@H]1O2	0.6	-4	1	-14	1	0.5	-45	5
CC[C@H](C)[C@H](NC(N)=O)C(=O)NNC(=O)c1ccc(COc2cccc3cccnc23)cc1	0.0	3	13	-5	-1	0.4	-3	2
CCCCNC(=O)C(NC(=O)c1cccnc1)C(=O)c1ccccc1 (centres undefined)	-1.4	-2	3	-6	0	·	-8	0
COc1cc(C(=O)N=c2sc3c(C)ccc(OC)c3n2C)cc(OC)c1OC	0.1	3	·	-2	·	0.1	0	-2
Cc1cccc(N2CCN(C(=O)CN3C(=O)NC4(CCCCCC4)C3=O)CC2)c1C	-0.2	1	·	-8	1	0.0	5	0
CCOC(=O)[C@]12CCCC=C1N(Cc1ccco1)C(=O)[C@H](CC(=O)NCC13CC4CC(CC(C4)C1)C3)C2	8.2	·	·	-3	·	0.0	5	-1
COc1ccc(-c2csc3ncnc(N4CCN(S(=O)(=O)c5ccc(C)cc5)CC4)c23)cc1	0.1	0	0	-20	·	-0.1	2	-2
CSc1ncccc1C(=O)N(C)CC(=O)Nc1cccc(F)c1	0.3	4	-1	-22	7	0.2	18	-8
Cc1ccc(OCC(=O)N(Cc2ccccc2)c2ccccn2)cc1	3.0	0	·	-3	·	0.0	-2	2
O=C(COc1cccc(-n2cnnn2)c1)Nc1ccc([N+](=O)[O-])cc1	·	0	0	-12	3	0.0	1	2
O=C(CNC(=O)c1ccccc1)NCC(=O)OCc1ccccc1Cl	·	1	·	-7	·	0.0	6	-5
C[C@H](CO)N1C[C@H](C)[C@@H](CN(C)C)OCCCC[C@H](C)Oc2ccc(NS(=O)(=O)c3ccc(F)cc3)cc2C1=O	-0.3	-4	-5	-6	-3	0.2	6	0
CN(C[C@@H](CC1CCCCC1)N(C[C@H](Cc1ccccc1)N(CCc1ccccc1)N=O)N=O)N=O	-0.1	1	-8	-35	1	0.0	8	7
CCCC#Cc1ccc([C@@H]2[C@@H](CO)N3CCCCN(Cc4ccncc4)C[C@H]23)cc1	-0.2	4	-1	-15	-2	0.0	-10	2
C[C@@H]1CN([C@@H](C)CO)C(=O)c2cc(NS(=O)(=O)c3ccc(F)cc3)ccc2O[C@@H](C)CCCCO[C@H]1CN(C)S(=O)(=O)c1cn(C)cn1	0.0	2	2	-4	-10	0.0	0	-3
CN(C1=NS(=O)(=O)N=C(N(C)c2ccccc2)O1)c1ccccc1	0.3	2	14	0	1	-0.1	-1	-8
O=C1OC[C@@H]2CCCN2C(=O)[C@H](CC(=O)N(CCO)Cc2ccccc2)C/C=C\CC[C@H]1Cc1ccc(F)cc1	-0.5	0	-1	-13	-2	0.0	5	5
CC(=O)N1CC2(C1)[C@@H](c1ccc(-c3cccc(F)c3)cc1)[C@@H](CO)N2CC1CCOCC1	-0.3	2	·	-9	·	0.1	-6	3
O=C(Nc1ccc(F)cc1)c1cc2cc(Cl)ccc2[nH]1	-0.1	1	35	-9	6	0.2	1	3
CCCCc1ccc(C2C3=C(CC(C)(C)CC3=O)NC3=C2C(=O)c2ccccc23)cc1 (centres undefined)	·	-1	-10	-7	3	0.0	4	-9
O=C(C[C@H]1CC[C@H]2[C@@H](COC[C@@H](O)CN2Cc2cccc(F)c2)O1)NCc1cccc(F)c1	0.2	-1	1	4	-6	0.0	8	0
CCOC(=O)c1cc(-c2csc(Nc3ccccc3Cl)n2)on1	·	-6	·	-4	·	0.0	1	-5

Some of the entries so far, bar-delimited.
molecule | E-selectin induc | ERAP1 HTS inh | esBAF inh | RAD52 anneal inh | RAD54 branch | Xi reactivation | S100A4 inh HTS | ERp5 block
CCOC(=O)c1cc(-c2csc(Nc3ccccc3Cl)n2)on1 | · | -6 | · | -4 | · | 0.0 | 1 | -5
Cc1ccc(OCC(=O)N(Cc2ccccc2)c2ccccn2)cc1 | 3.0 | 0 | · | -3 | · | 0.0 | -2 | 2

Further records follow:
SMILES	E-selectin induc	ERAP1 HTS inh	esBAF inh	RAD52 anneal inh	RAD54 branch	Xi reactivation	S100A4 inh HTS	ERp5 block
CCOc1ccccc1/C=N/NC(=O)c1cccc(S(=O)(=O)N2CCOCC2)c1	1.6	-3	-3	-9	3	0.1	4	4
COC(=O)c1c(C(=O)OC)c(-c2ccc(F)cc2)n2c1CS(=O)C2 (centres undefined)	0.0	1	-9	-4	1	0.0	4	2
O=C(C1CCC1)N1CC(=O)N2[C@@H](CO)[C@@H](c3ccc(C4=CCCCC4)cc3)[C@@H]2C1	0.1	2	·	-2	·	0.2	14	4
O=C(c1ccccc1)c1ccc2c(c1)OCCOCCOCCO2	0.2	2	·	-8	-5	0.1	2	2
C[C@H](CO)N1C[C@H](C)[C@@H](CN(C)S(C)(=O)=O)OCCCC[C@H](C)Oc2ccc(NS(=O)(=O)c3ccccc3)cc2C1=O	-0.1	-1	0	-20	0	0.1	2	9
C/C(=N/NC(=O)c1sc(NS(=O)(=O)c2ccc(C)cc2)nc1C)c1sc(N)nc1C	·	3	·	-28	·	0.0	7	-3
CCOc1ccc(CN(C)CC(=O)Nc2cccc(S(=O)(=O)N(C)c3ccccc3)c2)cc1	0.1	-1	4	-3	-5	0.0	-1	3
CC(=O)OC1CCC2C3CCc4cc(O)ccc4C3CCC12C (centres undefined)	2.1	-2	9	-2	8	0.2	0	1
O=C(O)c1ccccc1C(=O)O	·	5	-5	-13	-2	·	-14	-4
O=C(Nc1ccc2c(c1)[C@@H]1C[C@@H](CC(=O)N3CCOCC3)O[C@@H](CO)[C@@H]1O2)C1CCOCC1	0.2	2	-1	-8	6	0.1	-3	-2
O=C(NCc1ccncc1)[C@@H]1CCCN1C(=O)[C@H]1CCCN1C(=O)c1cccs1	5.7	·	·	-17	·	0.2	10	3
NC(=O)NS(=O)(=O)Oc1ccccc1	0.0	0	-1	-1	4	0.2	1	12
O=C(NCc1ccc(F)cc1)[C@@H]1[C@@H](CO)[C@@H]2Cn3c(cccc3=O)[C@H]1N2C(=O)Cc1ccccn1	-0.1	-2	3	-38	2	-0.1	-2	4
C[C@@H]1CN([C@@H](C)CO)C(=O)c2cc(NC(=O)CCC(F)(F)F)ccc2O[C@@H]1CN(C)Cc1ccncc1	-0.9	-7	-2	11	-6	0.2	1	-1
O=C(Nc1cc(C(F)(F)F)ccc1N1CCOCC1)c1cccs1	·	1	-4	0	6	·	0	-10
Oc1ccc(N2CCN(CC(O)c3ccccc3)CC2)cc1 (centres undefined)	·	4	-3	-12	-11	0.1	-1	1
O=S(=O)(c1ccc(F)cc1)N1CC[C@H]2[C@H](CO)Nc3ccc(Br)cc3[C@H]21	-0.3	-2	-2	-12	5	0.4	-8	-1
O=S(=O)(c1ccc(F)cc1)N1[C@@H]2CNC[C@H]1C2c1ccc(-c2cccnc2)cc1 (some centres undefined)	0.3&0.0	-3&2	·	-6&-17	·	0.1&0.1	-10&-10	8&5

This is a random part of the collection. About 2.5% of those tested had a hit in this group.
